CAL PDZ FP-1 = CAL PDZ peptide-binding inhibitors, primary screen, biochemical, fluorescence polarization, Cer-tagged CAL PDZ, HTS; inhibition, % at 20 µM; purified CAL PDZ, TMR-peptide fluorescence polarization, 1 h; Golgi-associated PDZ and coiled-coil motif-containing protein (Homo sapiens), Q9HD26; AID 504414, 2011; 330,000 compounds, 0.02% hits;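 active = highest replicate inhibition of at least 40%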;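 note: plate controls were DMSO neutral control wells for no effect and unlabeled competitor peptide control wells for full effect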
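Material: tagged CAL PDZ protein CerCALP, purified; buffer or medium: sodium phosphate/NaCl buffer pH 7.4 with TCEP, IgG, Thesit; also added: fluorescent TMR peptide probe; schedule: 1 h incubation at room temperature before polarization reading; technique: fluorescence polarization from S- and P-plane intensities, G-factor corrected; control set: unlabelled peptide and DMSO controls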
LANA DNA inh = inhibitors of KSHV C-LANA binding to DNA, primary screen, biochemical, fluorescence polarization, FAM-LBS DNA, MBP-C-LANA, single point; Kaposi's sarcoma herpesvirus LANA C-terminal domain (residues 932-1162) DNA binding; inhibition, % at 9 µM; 340,000 compounds, 0.078% hits;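 active = highest replicate inhibition at or above 60% at 9 µM, even if other replicates fall short; inactive = all replicates below 60% inhibition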;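 note: 0% = neutral control wells and 100% = 4 µM acridine orange control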
NSD2 HMT inh = NSD2 histone methyltransferase inhibitors, primary screen, biochemical, AlphaScreen, single concentration, set 2; NSD2 peptide methylation, 120 min; AID 743445, 2014; inhibition, % at 12.5 µM; Histone-lysine N-methyltransferase NSD2 (Homo sapiens), O96028; 310,000 compounds, 0.54% hits; in the data active = inhibition above about 50%
CAL PDZ FP-2 = untagged CAL PDZ binding inhibitors, primary screen, biochemical, fluorescence polarization, HTS; purified CAL PDZ, TMR-peptide fluorescence polarization, 1 h; inhibition, % at 24.9 µM; 300,000 compounds, 0.92% hits; AID 602252, 2012;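 active = mean inhibition of at least 30% with at least half of replicates also reaching 30%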;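 note: 0% = DMSO neutral control and 100% = excess unlabeled competitor peptide PRC23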
Arr AP2 block = inhibitors of beta-arrestin/AP2 binding, primary screen, biochemical, GPCR trafficking, flow cytometry; beta-arrestin 1 C-terminal peptide binding to AP2 beta2-adaptin appendage (human); inhibition, % at 10 µM; AID 504490, 2011; 340,000 compounds, 0.31% hits; FITC-arrestin peptide / GST-AP2 beads; AP2 beta2 appendage carries R879A mutation;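 active = inhibition above a set limit, near 3 SD of compounds lacking own fluorescence, cut at about 54% in these data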;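 note: plate controls were DMSO wells for no effect and 5 µM unlabelled arrestin peptide for full effect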
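Assay system: GST-AP2 R879A bound to glutathione beads, E. coli-expressed; Medium: PBS with 0.05% Tween 20 and 0.1% BSA; Also added: fluorescein-tagged arrestin peptide at 50 nM final; Timing: 12 min plus 1 h, RT; Measured by: flow cytometry, FL1 (488/535 nm); Evaluation: percent drop in bead-associated FITC signal.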
DAGLB inhibitor = DAGLB lipase inhibitors, primary screen, biochemical, fluorescence, HTS; Diacylglycerol lipase-beta (Homo sapiens), Q8NCG7; HEK293T DAGLB membrane lysate, EnzChek fluorogenic substrate; inhibition, % at 5.17 µM; 340,000 compounds, 0.059% hits; AID 504411, 2011; in the data active = inhibition above about 34%;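 note: 0% = enzyme with vehicle and 100% = wells lacking enzyme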
RTF Ca sens inh = cardiac RTF calcium sensitivity inhibitors, primary screen, biochemical, IANBD-TnC fluorescence, EC70 calcium | Troponin I, cardiac muscle (Homo sapiens) + Troponin T, cardiac muscle (Homo sapiens) + … | IANBD-labeled cardiac RTF, Ca2+ fluorescence | inhibition, % at 7.15 µM | 340,000 compounds, 0.12% hits | AID 493244, 2011;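 active = inhibition above the mean inhibition of all tested compounds plus 3 SD, cut at about 17% in these data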;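 note: assay run at fixed EC70 calcium of 1.6 mM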
V-ATPase pHluor = regulators of yeast V-ATPase proton pumping, primary screen, pHLuorin cytosolic pH fluorescence. S. cerevisiae. response, % at 10 µM. 350,000 compounds, 0.37% hits. AID 504577, 2011; in the data active = response mostly above about 7.3%, no sharp cut-off; inactive = mostly below about 5.4%; note: actives read high; inactives centre near 0; some compounds called inactive have numbers as strong as hits
Pemphigus Ab inh = inhibitors of pemphigus antibody binding to DSG3, primary screen, biochemical, bead-based, flow cytometry, scFv-GFP. Desmoglein-3 (Homo sapiens), P32926. DSG3-coupled beads, scFv-anti-DSG3-GFP binding; hits give low values. binding (percent of control), % at 10 µM. 310,000 compounds, 0.48% hits;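 active = binding more than 3 SD below its plate's average and above zero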;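 note: hits lower antibody fragment binding to DSG3; some compounds called inactive have numbers as strong as hits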
Keap1-Nrf2 PPI = Keap1-Nrf2 protein-protein interaction inhibitors, primary screen, biochemical, fluorescence polarization, single point; Kelch-like ECH-associated protein 1 (Homo sapiens), Q14145; Keap1 Kelch-Nrf2 peptide fluorescence polarization, 1536-well; inhibition, % at 9.4 µM; 340,000 compounds, 0.15% hits; in the data active = inhibition above about 12%;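 note: human Keap1 Kelch domain with fluorescein labeled Nrf2 9mer peptide probe; 0% = neutral control wells and 100% = peptide positive control; higher means more block of Keap1 binding to Nrf2 peptide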
* hit, by the source's call; / = not tested or not shown.

cpd	structure	CAL PDZ FP-1	LANA DNA inh	NSD2 HMT inh	CAL PDZ FP-2	Arr AP2 block
1	Cc1cccc(C(=O)OCC(=O)c2ccc3c(c2)NC(=O)CO3)c1	-1.2	1.4	-1	-6	-7
2	NC(=O)C1CCN(c2ncc(C(F)(F)F)cc2Cl)CC1	-0.3	0.5	3	1	6
3	[O-]C1=N[N+](=C(c2ccccc2)c2ccccc2)C1	0.1	2.0	/	-5	2
4	CCC(C)(C)NC(=O)C(c1ccc(F)cc1)N(Cc1ccco1)C(=O)CCC(=O)Nc1ccccn1 (configuration not stated)	-1.2	0.8	0	-8	5
5	O=C(NCc1ccccc1F)C1CCN(S(=O)(=O)c2ccccc2)CC1	-3.4	-1.2	-3	-3	-9
6	OCC12COC(c3ccccc3)N1C(c1ccccc1)OC2 (configuration not stated)	-0.6	1.7	1	-1	16
7	CN1CCN(c2cnn(-c3ccccc3)c(=O)c2Br)CC1	-1.2	-0.2	8	/	-4
8	Cc1ccc(CN2CCNC(=O)C2CC(=O)NCC(F)(F)F)o1 (configuration not stated)	0.2	-0.8	-4	-1	4
9	O=C(CCC(=O)N1CCOc2ccccc21)NCCN1CCOCC1	-0.3	0.6	/	/	3
10	COc1ccc(O)c(/C=C2/SC(=S)N(Cc3ccccc3)C2=O)c1	0.1	-2.7	-1	3	1

cpd	DAGLB inhibitor	RTF Ca sens inh	V-ATPase pHluor	Pemphigus Ab inh	Keap1-Nrf2 PPI
1	-1	4	8	92	0
2	2	2	4	101	-2
3	-2	1	0	107	-10
4	-2	4	0	110	-5
5	-1	-15	2	119	0
6	-4	3	-1	100	-1
7	-3	-1	2	98	0
8	1	10	4	102	-5
9	2	-10	-5	93	4
10	-16	-56	0	93	-2

cpd	structure	CAL PDZ FP-1	LANA DNA inh	NSD2 HMT inh	CAL PDZ FP-2	Arr AP2 block
11	CC(NC(=O)COC(=O)COc1ccc(C(=O)c2ccccc2)cc1)c1ccccc1 (configuration not stated)	-0.1	-0.8	-3	-2	15
12	O=C(NC1CC1)C1=C[C@H](c2csc3ccccc23)C[C@H](OCCCCO)O1	0.2	-4.3	/	-1	14
13	Cc1cn(CC(=O)NCCCN2CCCC2=O)c(=O)[nH]c1=O	-1.0	0.5	/	3	4
14	CN1C(=O)C2C=CC1C1C(=O)N(c3ccccc3)C(=O)C21 (configuration not stated)	-1.0	0.8	0	/	-14
15	Cn1nnnc1SCCNCc1cccnc1	/	-0.4	3	-1	0
16	Nc1cc(C(=O)O)ccc1Sc1ccccc1C(=O)O	-2.6	1.1	4	1	14
17	Cc1c(Cl)c(C(F)(F)F)nn1CC(=O)NN	-0.4	-0.8	-2	1	0
18	COc1ccc(N2CCN(C(=O)CN3CCN(C(c4ccccc4)c4ccccc4)CC3)CC2)cc1	-0.3	2.9	6	5	2
19	O=C(NCCCNC(=O)c1ccccn1)c1cccc(F)c1	-1.7	-1.5	-3	-2	12
20	COC(=O)C1CCN(c2ccc([N+](=O)[O-])cc2[N+](=O)[O-])CC1	-0.7	-1.6	5	/	2

cpd	DAGLB inhibitor	RTF Ca sens inh	V-ATPase pHluor	Pemphigus Ab inh	Keap1-Nrf2 PPI
11	15	-11	1	/	-4
12	0	-11	-1	100	-5
13	-4	-6	0	106	-4
14	-3	-3	1	96	-7
15	-3	1	-3	98	-7
16	0	3	-3	104	3
17	-3	-1	-2	106	-1
18	-2	-3	-4	103	-2
19	-4	8	3	106	0
20	1	-2	1	106	1

The last seven compounds of the section before come first, to join the parts:
cpd	structure	CAL PDZ FP-1	LANA DNA inh	NSD2 HMT inh	CAL PDZ FP-2	Arr AP2 block
14	CN1C(=O)C2C=CC1C1C(=O)N(c3ccccc3)C(=O)C21 (configuration not stated)	-1.0	0.8	0	/	-14
15	Cn1nnnc1SCCNCc1cccnc1	/	-0.4	3	-1	0
16	Nc1cc(C(=O)O)ccc1Sc1ccccc1C(=O)O	-2.6	1.1	4	1	14
17	Cc1c(Cl)c(C(F)(F)F)nn1CC(=O)NN	-0.4	-0.8	-2	1	0
18	COc1ccc(N2CCN(C(=O)CN3CCN(C(c4ccccc4)c4ccccc4)CC3)CC2)cc1	-0.3	2.9	6	5	2
19	O=C(NCCCNC(=O)c1ccccn1)c1cccc(F)c1	-1.7	-1.5	-3	-2	12
20	COC(=O)C1CCN(c2ccc([N+](=O)[O-])cc2[N+](=O)[O-])CC1	-0.7	-1.6	5	/	2
21	Cc1ccc(C(=O)ON=C2CCN(S(=O)(=O)c3ccccc3)CC2)cc1	-2.1	-0.4	-1	2	7
22	OCCNCCSc1ccc(Cl)cc1	-1.8	0.1	21	-5	9
23	CC1(C)Cc2c(C#N)c(SCCO)nc(N3CCOCC3)c2CO1	-1.0	-0.6	-3	-3	2
24	COc1ccc(CC(=O)OCC(=O)NCc2ccccc2Cl)cc1OC	-0.1	4.1	0	0	5
25	COC(=O)c1cc(NC(=O)c2c(Cl)cnn2C)cc(C(=O)OC)c1	-1.1	-0.1	-3	2	5
26	O=C(Cn1cccc1C(=O)c1ccccc1)NCc1ccco1	/	-2.1	1	-2	0
27	COc1cc(/C=N/NC(=O)CSc2ccccn2)ccc1OC(C)C	-1.5	3.3	26	/	-23
28	CCN1CCN(c2cc(C)c3cc(NC(=O)c4ccncc4)ccc3n2)CC1	1.1	-1.3	/	-18	11
29	O=C(Cc1ccccc1)N/N=C/c1cccnc1	-1.3	-1.3	-1	-1	6
30	Cc1nc2c(C(=O)NCc3ccc(F)cc3)c[nH]n2c(=O)c1Cl	-1.3	0.2	15	0	7

cpd	DAGLB inhibitor	RTF Ca sens inh	V-ATPase pHluor	Pemphigus Ab inh	Keap1-Nrf2 PPI
14	-3	-3	1	96	-7
15	-3	1	-3	98	-7
16	0	3	-3	104	3
17	-3	-1	-2	106	-1
18	-2	-3	-4	103	-2
19	-4	8	3	106	0
20	1	-2	1	106	1
21	-3	-7	2	/	-2
22	1	-1	1	115	-4
23	0	-6	1	94	-4
24	-2	-4	3	108	5
25	-2	-17	0	77	-1
26	-1	-2	1	107	-4
27	/	/	1	93	5
28	-1	-2	7	105	1
29	5	3	-3	99	-2
30	9	0	-1	113	-4

cpd	structure	CAL PDZ FP-1	LANA DNA inh	NSD2 HMT inh	CAL PDZ FP-2	Arr AP2 block
31	CN(CC(=O)Nc1ccccc1Cl)C(=O)c1ccccc1Sc1ccccc1C#N	-2.6	-2.2	-1	3	6
32	COc1cccc(N2CCN(C(=O)CCS(=O)(=O)c3ccc4c(c3)oc(=O)n4C)CC2)c1	-2.0	0.0	4	4	2
33	Cc1cccc(NC(=O)c2ccc([N+](=O)[O-])cc2Cl)n1	-1.8	1.5	0	-2	3
34	Cc1ccc(C(=O)CSc2nnc3c4ccccc4nc(Cc4ccccc4)n23)cc1	-2.3	-0.6	-1	-5	6
35	Cc1ccc(NC(=O)COC(=O)Cn2cnc3c2c(=O)n(C)c(=O)n3C)cc1	0.5	1.8	0	-3	-5
36	COCCn1c(CCc2ccccc2)n[nH]c1=S	0.8	-1.4	6	2	19
37	CSc1nc2ccsc2c(=O)n1-c1cccnc1	0.0	-0.2	-3	0	3
38	CCCS(=O)(=O)N1CCCC(C(=O)c2cccc(Cl)c2)C1 (configuration not stated)	-2.2	1.1	-7	-1	/
39	CC(NC(=O)CNC(=O)Cc1cccc2ccccc12)c1ccc(S(N)(=O)=O)cc1 (configuration not stated)	-3.6	1.2	-2	-3	-2
40	O=C(COC(=O)c1cc(=O)[nH]c2ccccc12)NCc1ccc(Cl)cc1	-0.8	0.7	7	-3	-2

cpd	DAGLB inhibitor	RTF Ca sens inh	V-ATPase pHluor	Pemphigus Ab inh	Keap1-Nrf2 PPI
31	-3	-13	2	110	-3
32	2	-4	-4	/	-3
33	1	-13	3	102	0
34	0	-3	0	86	-7
35	3	-1	3	92	4
36	3	-3	2	106	1
37	-1	-2	-1	105	-4
38	0	9	6	103	-8
39	0	-7	-2	106	5
40	3	-3	0	99	-4

cpd	structure	CAL PDZ FP-1	LANA DNA inh	NSD2 HMT inh	CAL PDZ FP-2	Arr AP2 block
41	CCN(CC)C(=O)c1sc(NC(=O)c2ccncc2)c(C(=O)OC)c1C	-0.7	0.4	-3	-2	14
42	COc1ccc(N(CC(=O)Nc2ccc(Cc3ccncc3)cc2)S(=O)(=O)c2ccccc2)cc1	-2.1	-1.6	/	1	18
43	Cc1ccsc1/C=C1\CCc2ccccc2C1=O	-1.0	-0.7	7	-4	25
44	CN(CC(=O)Nc1ccc(N2CCOCC2)cc1)CC(=O)Nc1cccc(C#N)c1	-0.4	1.1	-2	1	-8
45	NC(=O)CSc1nnc(Cc2csc(Nc3ccc(F)cc3)n2)n1Cc1ccccc1	-2.0	0.5	-5	0	-12
46	Nc1cc2c3ccccc3ccc2c2ccccc12	0.5	1.2	/	/	-13
47	CC(=O)c1cc(CN2CCCCC2)cc(OC(C)C)c1	-2.5	0.6	26	12	-1
48	Cc1ccc(-n2c(CSc3nc(C)cc(C)n3)nnc2SCC(=O)NCc2ccco2)cc1	0.5	-1.2	0	104*	1
49	COc1ccc(-c2nsc3c(N4CCCCC4)ncnc23)cc1	-0.1	1.2	-11	9	-3
50	CC(=O)OCCCNc1cc(SCc2ccco2)c2nonc2c1[N+](=O)[O-]	-2.7	1.5	0	0	17

cpd	DAGLB inhibitor	RTF Ca sens inh	V-ATPase pHluor	Pemphigus Ab inh	Keap1-Nrf2 PPI
41	-3	-5	-4	102	-4
42	0	9	-7	104	3
43	-16	3	1	80	-1
44	-1	-3	1	98	-7
45	2	0	0	99	0
46	2	1	0	88	-1
47	1	0	-2	81	-2
48	0	-4	-2	100	-3
49	-2	-15	5	82	-6
50	2	-3	-1	/	2

The list is partial; rates above refer to the full screens.
